# Source: PubChem (National Center for Advancing Translational Sciences (NCATS))
# HCMV inh – qHTS Assay for inhibitors of the human cytomegalovirus (HCMV); HFF cells, HCMV-luciferase reporter, 72 h; stronger effect = lower value; activity change, negative = inhibition, % at 57.5 µM; hit rate 4.5% among 410,000; AID 1259415, 2018; in the data active = activity change below about -60%; inconclusive = no clear call, values can overlap the other calls; inactive = above about -39%
#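 Screen run at 2 compound doses on HFFs infected with reporter HCMV, MOI 1 PFU/cell. Luciferase activity from cell lysates at 72 h post infection gave inhibition relative to buffer-only and Salinomycin wells.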
# LmPK inh – qHTS Assay for Inhibitors of Leishmania Mexicana Pyruvate Kinase (LmPK) | hit rate 0.37% among 290,000 | purified LmPK, Kinase-Glo ATP luminescence, 1 h | Potency, µM (series often up to 57.5 µM), without a hit: top-dose activity change, negative = inhibition, most hits filed as inhibitors | Q27686; also: potency is read from the fitted curve at half-maximal effect
# Target sequence (Q27686 whole entry, looked up): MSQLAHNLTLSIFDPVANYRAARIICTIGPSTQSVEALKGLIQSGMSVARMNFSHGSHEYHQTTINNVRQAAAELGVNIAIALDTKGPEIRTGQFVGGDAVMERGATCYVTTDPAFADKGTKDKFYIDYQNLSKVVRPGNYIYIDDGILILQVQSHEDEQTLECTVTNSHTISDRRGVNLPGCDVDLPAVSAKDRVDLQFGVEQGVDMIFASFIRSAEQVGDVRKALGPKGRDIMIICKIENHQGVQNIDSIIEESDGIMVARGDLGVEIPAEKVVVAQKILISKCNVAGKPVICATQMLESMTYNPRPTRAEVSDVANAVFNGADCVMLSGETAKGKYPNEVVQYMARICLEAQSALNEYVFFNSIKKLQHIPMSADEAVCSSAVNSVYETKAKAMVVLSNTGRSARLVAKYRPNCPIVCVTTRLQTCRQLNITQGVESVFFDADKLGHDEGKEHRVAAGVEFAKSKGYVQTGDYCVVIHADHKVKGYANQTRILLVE
#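 qHTS format; LmPK 0.1 nM; substrates PEP 0.5 mM and ADP 0.1 mM. One-hour room-temperature incubation, then coupled luciferase luminescence; 0.5 nM enzyme wells mark activation.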
# TbPYK inhibitor – qHTS of Trypanosoma Brucei Inhibitors; pyruvate kinase (Trypanosoma brucei), Q57TT1; TbPYK enzyme, Kinase-Glo Plus ATP luminescence, 45 min; Potency, µM (series often up to 76.8 µM), without a hit: top-dose activity, negative = inhibition, actives largely listed as inhibitors; hit rate 0.12% among 410,000; AID 624173, 2012; also: potency is read from the fitted curve at half-maximal effect; nearly all actives have a fitted effect of over 50% in size
#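 Activity of T. brucei pyruvate kinase was followed by Kinase-Glo Plus luminescence after the enzyme reacted 45 min at room temperature with 130 uM ADP (final) and substrate. Test compounds were added before ADP at multiple concentrations.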
# AmpC inh no detg – qHTS Inhibitors of AmpC Beta-Lactamase (assay without detergent); Potency, µM (titrated, usually from 57.1 µM), inactives show top-dose activity change, negative = inhibition, most hits filed as inhibitors; AID 485341, 2010; AmpC nitrocefin hydrolysis, absorbance 480 nm, 0.0001% Triton; hit rate 0.52% among 330,000; P00811;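 also: potency is read from the fitted curve at half-maximal effect; plate controls were no compound for no effect and no enzyme for full effect; nearly all actives have a fitted effect of over 20% in size; some results filed as inactive show a strong effect at the top dose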
# Target sequence (P00811 whole entry, looked up): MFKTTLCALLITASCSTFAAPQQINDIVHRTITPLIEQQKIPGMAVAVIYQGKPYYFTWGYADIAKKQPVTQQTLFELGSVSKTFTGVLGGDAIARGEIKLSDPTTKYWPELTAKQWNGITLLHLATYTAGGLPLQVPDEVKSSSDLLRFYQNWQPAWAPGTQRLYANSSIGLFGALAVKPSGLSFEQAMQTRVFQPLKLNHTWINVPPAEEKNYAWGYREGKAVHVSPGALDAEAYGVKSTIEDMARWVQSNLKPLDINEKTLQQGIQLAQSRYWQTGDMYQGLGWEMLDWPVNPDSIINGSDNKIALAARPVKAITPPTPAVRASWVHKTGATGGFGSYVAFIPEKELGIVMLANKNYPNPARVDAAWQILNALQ
#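 AmpC (5.3 nM in the dispensed reagent) in 20 mM phosphate pH 7.0 with 0.01% (detergent screen) or 0.0001% Triton X-100 was preincubated with compounds for 15 min at room temperature. Nitrocefin was then added from an 800 uM solution, and hydrolysis was followed at 480 nm.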
# AmpC detergent – qHTS Inhibitors of AmpC Beta-Lactamase (assay with detergent) | AmpC hydrolysis of nitrocefin, absorbance 480 nm, 0.01% Triton | AID 485294, 2010 | P00811 | Potency, µM (series often up to 114 µM), for inactives: at the highest dose activity change, negative = inhibition, most hits filed as inhibitors | hit rate 0.041% among 370,000;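 also: potency is read from the fitted curve at half-maximal effect; 0% = no-compound wells and -100% = no-enzyme wells; nearly all actives have a fitted effect of over 25% in size; some results filed as inactive show a strong effect at the top dose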
#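 AmpC (5.3 nM in the dispensed reagent) in 20 mM phosphate pH 7.0 with 0.01% (detergent screen) or 0.0001% Triton X-100 was preincubated with compounds for 15 min at room temperature. Nitrocefin was then added from an 800 uM solution, and hydrolysis was followed at 480 nm.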
# HCV inh – qHTS Assay for Inhibitors of Hepatitis C Virus (HCV) | Huh7.5.1 HCVcc-Cre infection, luciferase reporter, 44 h | Potency, µM (doses to about 41.8 µM), without a hit: at the highest dose activity change, negative = inhibition, hits mostly inhibitors | hit rate 3.4% among 340,000 | AID 651820, 2012; also: potency is read from the fitted curve at half-maximal effect
#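 After 44 h co-culture of compound, cells and HCVcc-Cre (~0.5 moi), substrate is added for 15 min at room temperature and luciferase measured over 15 sec. Cells were seeded at 1,000/well and pre-cultured 4 h.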
# AMA1 RON2 block – qHTS for Inhibitors of AMA1-RON; Towards Development of Antimalarial Drug Lead: Primary Screen. hit rate 0.2% among 360,000. Potency, µM (top dose mostly 58.2 µM), without a hit: top-dose activity change, negative = inhibition, actives largely listed as inhibitors. Plasmodium falciparum AMA1 (3D7) - RON2 peptide interaction. AlphaScreen AMA1-biotinylated RON2 peptide binding;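 also: potency is read from the fitted curve at half-maximal effect; 0% = vehicle wells and -100% = peptide control; nearly all actives have a fitted effect of over 45% in size; some results filed as inactive show a strong effect at the top dose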
#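 AMA1 (3D7) with his tag at 25 nM final met compounds first, then biotinylated RON2 peptide at 25 nM; detection used donor plus acceptor beads, 10 µg/mL apiece, read by AlphaScreen after 30 min at room temperature.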
# * hit, by the source's call; u = inconclusive; x = no result given; & = joins results of further samples; [ ] = dose if it differs, or a comment. Unless noted, calls follow the shape of the dose curve; as a rule, active = well fitted curve in the direction sought with a large enough effect; inconclusive = small, poorly fitted or top-dose-only effect, or another doubt; inactive = no such curve, though single readings can be large; an effect the other way counts as inactive or inconclusive. Unless noted, % is scaled to controls: 0 for no effect and ±100 for the full control effect.
SMILES,HCMV inh,LmPK inh,TbPYK inhibitor,AmpC inh no detg,AmpC detergent,HCV inh,AMA1 RON2 block
COC(=O)Cc1c(C)c2ccc(OC3CCCCC3=O)c(C)c2oc1=O (stereo unspecified),u,2%,-4%,-1%,-2%,u,12%
CCN1CCN(C(c2cccs2)C(C)NC(=O)Oc2ccccc2)CC1 (stereo unspecified),-22,2%,-15%,0%,4%,-9%,-2%
CCOC(=O)N1CCN(c2nc3ccccc3n3cnnc23)CC1,-36,1%,9%,-1%,2%,-20%,9%
Cc1noc2ncnc(N3CCN(c4cccc(Cl)c4)CC3)c12,-72*,2%,0%,16%,7%,10µM*,-5%
CCOc1ccccc1Oc1coc2cc(OC(=O)N(C)C)ccc2c1=O,14,-4%,-7%,19%,-6%,-17%,9%
O=C(O)[C@H](Cc1ccccc1)NC(=O)N1CCN(c2ccc(F)cc2)CC1,12,-9%,-10%,-7%,2%,22%,11%
CCCCOc1ccc(NC2=NC3(CCCC3)N=C(N)N2)cc1,13,-1%,4%,-48%,-7%,u,-12%
COc1cccc(-c2nc(SCC(=O)NCc3ccccc3)c3c(=O)n(C)c(=O)n(C)c3n2)c1,6,x,5%,x,-8%,x,x
COc1cc(CCC(=O)OCC(=O)Nc2ccccc2OC(F)F)cc(OC)c1OC,-7,9%,-1%,19%,-7%,16%,69%[activator]
CCCCC(=O)N(C)c1c(CC)nc2c(OCc3ccc(C(F)(F)F)cc3)cccn12,-23,x,0%,x,x,x,5%
CC1(C)CC(=O)C(C=NCCN2CCN(CCCCS(=O)(=O)O)CC2)=C(O)C1,5,2%,-4%,u,-5%,20%,45%[activator]
CC[C@@H]1CC=C[C@H]2[C@H]1C(=O)N(Cc1ccccc1)[C@H]2c1ccc(OC)c(Cl)c1,-8,5%,-2%,28%,-8%,1%[8.37 µM],5%
COc1cc(O)c(C(CCN2CCCC(C)C2)c2cc(OC)c(OC)c(OC)c2)c(OC)c1 (stereo unspecified),-2,-1%,3%,-3%,6%,-25%,50%[activator]
COC(=O)c1ccc(COc2ccc(/C=N/O)cc2)o1,-3,9%,3%,32%,1%,1%,5%
CCc1ccc(NS(=O)(=O)c2cc3c4c(c2)CCN4C(=O)CC3)cc1,-18,x,3%,11%,-24%,13%,13%
Cc1ccc(C23CC4CC(CC(CC(=O)NC(C)(C)CO)(C4)C2)C3)cc1,-6,-3%,-3%,189%[activator],-6%,-19%,-3%
O=C(Cc1ccc2c(c1)OCCO2)c1c(O)cc(O)cc1O,2,7%,-6%,u,-12%,9%,-2%
CC1CCCCN1C(=O)Cn1c(=O)n(C2CCCCC2)c(=O)c2ccccc21 (stereo unspecified),1,-5%,-4%,-9%,-12%,4%,41%[activator]
O=C(C[n+]1cc(-c2ccccc2)n2c1CCC2)Nc1nc(-c2ccc(F)cc2)cs1,8,3%,0%,113%[activator],-7%,0.71µM*,-8%
CCOc1ccc(C(Nc2ccc(C)cc2)P2(=O)OCCC(C)O2)cc1 (stereo unspecified),35,8%,-2%,97%[activator],-3%,15%,1%
O=S(=O)(NC1C2CC3CC(C2)CC1C3)c1ccc(F)cc1 (stereo unspecified),-17,x,2%,-25%,-7%,-9%,5%
O=C1NN(c2ccccc2)C(=O)/C1=C\c1cccc(OC(=O)c2cccs2)c1,76,-6%,u,-21%,u,-5%,-1%
CCOc1cc(/C=C2\SC(=S)N(C(C(=O)O)c3ccccc3)C2=O)ccc1O (stereo unspecified),-22,3%,-4%,-28%,6%,6%,-16%
S=C(NCCc1ccccc1)NCC1CCCO1 (stereo unspecified),-36,1%,-5%,-23%,u,5%,1%
COc1cccc(N=CNc2cccc(OC)c2)c1,22,x,-1%,x,x,14%,9%
CCN(CC)CCN(C(=O)c1ccc(Br)s1)c1nc2cc3c(cc2s1)OCO3,0,-3%[11.5 µM],-2%,-14%,5%,-18%,-1%
CCOc1ccc(OCCC(=O)N2CCN(S(=O)(=O)c3ccc(OCC)cc3)CC2)cc1,-39,-4%,-8%,16%,-2%,-2%,0%
CCCNC(=O)c1ccc(Cn2c(=O)c3cccn3c3cccnc32)cc1,-23,x,2%,x,-1%,x,x
Nn1c(SCc2ccc(Br)cc2)nnc1-c1ccncc1,-63*,0%,0%,-7%[2.29 µM],0%,-3%,-1%
O=C(c1ccc(Cl)cc1)N1CCC(O)(CSc2ccc(Cl)cc2Cl)CC1,-12,7%,6%,u,-2%,u,9%
COc1ccc(CN(CC2CCCO2)C(=O)c2cc3ccccc3oc2=O)cc1 (stereo unspecified),48,0%,-5%,20%,4%,3%,-1%
CCN1CCN(c2cc3nc(C)n(Cc4ccccc4)c(=O)c3cc2NC(=O)c2ccccc2F)CC1,-85*,-3%,-1%,108%[activator],u,u,-5%
CS(=O)(=O)N(CC(=O)Nc1ccccc1C(=O)N1CCOCC1)c1ccc(Cl)cc1,-15,-1%,5%,-1%,2%,3%,-2%
Cc1cc(NC(=O)c2cc(C(C)C)on2)no1,21,-13%,5%,-2%,-1%,35%[activator],-18%
Cc1ccccc1-c1nn[nH]n1,27,7%,5%,-11%,u,25%,-7%
Cc1cc(=O)oc2cc(NC(=O)c3cc(F)ccc3F)ccc12,-3,x,5%,-11%,1%,-22%,-2%
COc1ccc(-c2ccccc2NC(=O)C2CCCN(Cc3ccco3)C2)cc1 (stereo unspecified),-2,2%,0%,35%,-6%,u,-12%
Cc1cccc(C)c1NC(=O)CCCN1C(=O)CCn2nc(-c3cn(C)c4ccccc34)cc21,-2,x,0%,x,21%,x,x
COc1ccc(CCNC2CC(=O)N(C3CCCCC3)C2=O)cc1OC (stereo unspecified),-25,0%,-3%,1%[2.29 µM],7%,20%,-3%
Cc1[nH]c2ccccc2c1CN1CCC(CO)(Cc2ccccc2)CC1,-9,6%,-7%,-13%,4%,5%,-12%
C=CCn1c(Cc2cccc3ccccc23)n[nH]c1=S,-24,-25%,u,-18%,-1%,3%,27%
CCN1CCN(C(=O)c2cc(COc3c(C)cccc3C)on2)CC1,-27,0%,-15%,85%[activator],-13%,13%,0%
Cc1cc(C)nc(N2CCC(C(=O)NCc3ccco3)CC2)n1,-17,2%,-3%,-7%,u,8%,-13%
CN(C(=O)CSc1nnc(-c2c[nH]c3ccccc23)n1C1CC1)C1CCS(=O)(=O)C1 (stereo unspecified),0,x,2%,-12%,-8%,18%,-6%
O=C1C(=O)N(Cc2ccncc2)C(c2cccc(O)c2)/C1=C(\O)c1ccc2c(c1)OCCO2 (stereo unspecified),-24,0%,-3%,-20%,6%,8%,14%
CC(C(=O)OCC(=O)c1cccc([N+](=O)[O-])c1)N1C(=O)C2C3C=CC(C3)C2C1=O (stereo unspecified),28,-5%,1%,-4%,3%,-7%,5%
COc1c(C)cc(Br)cc1C(=O)Nc1cccc(-c2nc3ncccc3o2)c1,-18,5%,1%,-3%,-1%,-17%,-4%
O=C(CNC(=S)N(CCCN1CCOCC1)Cc1cccs1)NC1CCCC1,-10,-2%,-3%,56%,-2%,u,2%
Cc1c(C(=O)N(Cc2nccn2C)C(C)C)oc2c(F)cccc12,-24,1%,-3%,7%,3%,-14%,-1%
CC(C)(C)N1OC2CC1c1nc3ccccc3n1C2 (stereo unspecified),16,-6%,0%,1%,3%,12%,-1%
COc1ccc(CCCC(=O)O)c(C)c1,68,1%,2%,-22%,-1%,-1%,-22%
Cc1ccc(OCc2nc(-c3ccc(C(=O)N4CCN(c5ccc(Cl)cc5)CC4)cc3)oc2C)cc1,6,x,1%,x,8%,x,x
Cc1ccc(NC(=O)C2CCCN(S(=O)(=O)c3cccc4nonc34)C2)cc1 (stereo unspecified),5,0%,-9%,-27%,-5%,4%,10%
Oc1cc(NCc2ccc(F)cc2)cc2cccnc12,-93*,x,-4%,-8%&-3%,3%,x,x
Cc1ccc2nc(-c3cccc(NS(C)(=O)=O)c3)cc(-c3ccccc3)c2c1,-26,-2%,7%,18%,u,u,-23%
COc1cccc(CNC(=O)C(NS(=O)(=O)c2ccc3nc(C)sc3c2)C(C)C)c1 (stereo unspecified),-9,x,-9%,x,7%,x,x
COc1ccc(N2CC(C(=O)Nc3nc4ccc(F)cc4s3)CC2=O)c(OC)c1 (stereo unspecified),2,-5%,1%,134%[activator],1%,u,6%
Cc1ccc(OCC(=O)Nc2cc(-c3nc4ccccc4[nH]3)ccc2C)c(C)c1,-9,x,5%,x,1%,x,x
NC(=O)c1ccccc1N/C=C/C(=O)c1ccc(Cl)cc1Cl,43,16µM*,-14%,-35%,-7%,-3%,-2%
CC(=O)Nc1ccc(S(=O)(=O)N2CN(c3ccc(C)cc3)c3nc4ccccc4nc32)cc1,6,x,-12%,x,x,6%,-4%
CCOC(=O)C1=C(CN2CC(C)CC(C)C2)NC(=O)NC1c1ccc2c(c1)OCO2 (stereo unspecified),u,8%,2%,-1%,0%,u,-1%
CC(=O)Cc1nsc(NC(=O)c2ccc(-c3cccc(C(F)(F)F)c3)o2)n1,41,-5%,5%,-26%,0%,5%,10%

# Sorted by heavy-atom count (largest number first): part of the list above
SMILES,HCMV inh,LmPK inh,TbPYK inhibitor,AmpC inh no detg,AmpC detergent,HCV inh,AMA1 RON2 block
Oc1cc(NCc2ccc(F)cc2)cc2cccnc12,-93*,x,-4%,-8%&-3%,3%,x,x
CC(C)(C)N1OC2CC1c1nc3ccccc3n1C2 (stereo unspecified),16,-6%,0%,1%,3%,12%,-1%
COc1ccc(CCCC(=O)O)c(C)c1,68,1%,2%,-22%,-1%,-1%,-22%

# Filtered by structure, the compounds so far with bromine.
SMILES,HCMV inh,LmPK inh,TbPYK inhibitor,AmpC inh no detg,AmpC detergent,HCV inh,AMA1 RON2 block
CCN(CC)CCN(C(=O)c1ccc(Br)s1)c1nc2cc3c(cc2s1)OCO3,0,-3%[11.5 µM],-2%,-14%,5%,-18%,-1%
Nn1c(SCc2ccc(Br)cc2)nnc1-c1ccncc1,-63*,0%,0%,-7%[2.29 µM],0%,-3%,-1%
COc1c(C)cc(Br)cc1C(=O)Nc1cccc(-c2nc3ncccc3o2)c1,-18,5%,1%,-3%,-1%,-17%,-4%
